# Compound activity deposited in PubChem by National Center for Advancing Translational Sciences (NCATS).
# D2 potentiator = positive allosteric modulators of human D2 dopamine receptor. 340,000 compounds, 0.34% hits. HEK293 T-REx D2, calcium flux, EC20 dopamine potentiation. P14416. potentiation, % at 10 µM;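 active means potentiation over 3 SD above the plate norm, cut at about 30% in these data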; further: 0% is about no effect
#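 Tetracycline-induced Hek293 Trex D2 cells, force-coupled to calcium, loaded with no-wash calcium dye. Compound added with 180 s kinetic read for agonism, then EC20 dopamine and a further 180 s read for potentiation.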
# D1 potentiator = enhances dopamine response at the human D1 receptor; HEK293 TREx D1 cells, calcium flux, dopamine EC20 potentiation; potentiation, % at 10 µM; 360,000 compounds, 0.036% hits; AID 504651; in the data active means potentiation above about 30%; further: 0% is about no effect
# Target sequence (P21728 whole entry, looked up): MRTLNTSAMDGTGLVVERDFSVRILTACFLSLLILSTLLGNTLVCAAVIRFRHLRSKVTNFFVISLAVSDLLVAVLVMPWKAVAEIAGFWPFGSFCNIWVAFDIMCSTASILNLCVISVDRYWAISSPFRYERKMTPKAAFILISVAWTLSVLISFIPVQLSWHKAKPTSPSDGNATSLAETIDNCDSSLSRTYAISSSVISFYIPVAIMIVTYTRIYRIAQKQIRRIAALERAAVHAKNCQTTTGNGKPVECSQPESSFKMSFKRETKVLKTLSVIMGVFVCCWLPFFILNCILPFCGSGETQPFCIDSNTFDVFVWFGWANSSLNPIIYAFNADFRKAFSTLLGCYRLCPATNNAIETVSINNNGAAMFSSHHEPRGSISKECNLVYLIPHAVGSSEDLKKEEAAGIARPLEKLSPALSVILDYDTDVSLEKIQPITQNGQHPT
# D2 antagonist = D2 dopamine receptor (human) antagonism; 340,000 compounds, 2% hits; inhibition, % at 10 µM; HEK293 TREx D2 cells, calcium flux, dopamine EC80; in the data active means inhibition above about 30%; further: 0% is about no effect
#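 Tetracycline-induced HEK293 TREx cells expressing D2 receptor forced-coupled to calcium signalling, loaded with no-wash calcium dye. Compounds added and calcium flux read 180 s, then dopamine added at EC80 and read a further 180 s.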
# D1 antagonist = antagonists of human D1 dopamine receptor | P21728 | HEK293 TREx D1 cells, calcium flux, dopamine EC80; active compounds read low | activity change, negative = inhibition, % at 10 µM | 360,000 compounds, 3.2% hits; in the data active means activity change below about -30%; further: on the % scale 0 is the no-effect control and ±100 the full control effect
#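 Allosteric or orthosteric antagonism assessed as attenuation of the calcium response to EC80 dopamine, added 180 s after compound, in induced HEK293 Trex D1 cells loaded with no-wash calcium dye.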
# RXFP1 ag = RXFP1 (human) receptor agonism; 370,000 compounds, 0.3% hits; Q9HBX9; HEK293T-RXFP1 cAMP TR-FRET, 30 min; response scale: percent of porcine relaxin response, buffer zero; Potency, µM (series often up to 57.5 µM), without a hit: at the top dose activation, actives largely listed as activators; active means well fitted activation curve with a large enough effect; inconclusive means small, poorly fitted or top-dose-only effect; further: potency means the concentration at half of the fitted maximal effect; on the % scale 0 is the no-effect control and ±100 the full control effect; nearly all actives have a fitted effect of over 60% in size; many of its hits are not listed in these tables
#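 cAMP rise read by TR-FRET after 30 min, 37C compound exposure (up to 58 uM) in RXFP1-transfected HEK293 cells with Ro 20174 present. EC50 from Hill-equation fits, with 29 nM porcine relaxin as 100% and buffer as basal.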
# RXFP1 antagonist = RXFP1 (human) relaxin receptor antagonism; HEK293-RXFP1, relaxin-stimulated cAMP HTRF, 30 min; active compounds read low; 350,000 compounds, 0.59% hits; AID 1259400; activity change, negative = inhibition, % at 57.5 µM;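 active means activity change of -60% or lower, but not beyond a set lower limit; inconclusive means change between -60% and -40%, or beyond the set limit; inactive means change above -40%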; further: on the % scale 0 is the no-effect control and ±100 the full control effect
# TRHR enhancer = allosteric enhancers of human TRH receptor; P34981; TRHR cells, fluo-8 calcium fluorescence, EC20 TRH enhancement; enhancement, % at 2 µM; 360,000 compounds, 0.66% hits; AID 493056; in the data active means enhancement above about 30%; further: 0% is about no effect
# Target sequence (P34981 whole entry, looked up): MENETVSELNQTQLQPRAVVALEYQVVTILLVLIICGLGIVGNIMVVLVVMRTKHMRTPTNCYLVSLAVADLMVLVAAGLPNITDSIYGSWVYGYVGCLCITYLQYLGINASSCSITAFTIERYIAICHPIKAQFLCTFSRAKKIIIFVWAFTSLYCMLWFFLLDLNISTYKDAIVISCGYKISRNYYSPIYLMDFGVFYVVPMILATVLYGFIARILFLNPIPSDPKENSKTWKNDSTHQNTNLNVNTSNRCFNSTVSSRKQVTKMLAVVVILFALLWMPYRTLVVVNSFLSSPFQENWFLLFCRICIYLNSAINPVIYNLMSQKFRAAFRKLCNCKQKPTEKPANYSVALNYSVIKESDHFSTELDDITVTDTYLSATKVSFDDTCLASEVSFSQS
#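 Enhancer read-out: after compound pinning and an initial kinetic agonist-mode read, an EC20 of TRH (10 nM final) was injected and fluo-8 calcium signal (Ex 480/Em 530) followed at 1 s/cycle for 100 cycles in TRHR-expressing cells.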
# D1 agonist = human D1 receptor agonism; P21728; HEK293 T-REx D1 cells, calcium flux, agonist mode; activation, % at 2 µM; 360,000 compounds, 1% hits; AID 504660; in the data active means activation above about 30%; further: 0% is about no effect
#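 Agonism was scored from calcium flux recorded over 180 s (1 read/s) after pintool compound addition, following a 10-cycle baseline. Cells were inducible force-coupled HEK293 TREx D1, plated overnight at 30 C and loaded with no-wash calcium dye.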
# D2 agonist = agonists of human D2 dopamine receptor | activation, % at 2 µM | 340,000 compounds, 0.53% hits | HEK293 T-REx D2 cells, calcium flux agonist mode | P14416 | AID 485358;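 active means activation over 3 SD above normal in the single-dose calcium agonist read, cut at about 30% in these data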; further: 0% is about no effect
#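 Agonism is scored from calcium flux in a force-coupled, inducible HEK293 cell line expressing D2, read kinetically for 180 s after compound addition against dopamine controls.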
# An asterisk follows results filed as active; ? = inconclusive; . = not tested or not shown; & = joins results of further samples.
SMILES,D2 potentiator,D1 potentiator,D2 antagonist,D1 antagonist,RXFP1 ag,RXFP1 antagonist,TRHR enhancer,D1 agonist,D2 agonist
Cc1oc(CC(C)C)cc1C(=O)Nc1ccc(C(=O)O)cc1,3,-6,3,-9,0.1%,-3,5,3,0.8
CCOC(=O)C1=C(CC)Nc2ccccc2N=C1NC(=O)c1cc(S(=O)(=O)N(C)C)ccc1Cl,4,-3,-9,-4,1.8%,5,-2,3,-0.5
CC(=O)NC1(C(F)(F)F)NC(=O)N(CCc2ccccc2)C1=O (configuration not stated),-14,10,-6,-18,6.4%,-4,2,5,1.0
CC(Nc1ccc(F)cc1)=[N+](C)CCNS(=O)(=O)c1ccc(Cl)cc1,12,0,-6,-6,0.0%,0,3,3,0.0
Cc1ccc(NC(=O)COc2ccc(-n3cnnn3)cc2)cc1C,19,-6,42*,-17,1.7%,-4,1,-2,0.0
Cc1cccc(C)c1NC(=O)c1cccnc1,9,-7,8,12,-0.4%,-7,4,1,0.2
O=C(NNC(=O)c1ccc(NC(=O)C2CC2)cc1)c1ccc(F)cc1,-2,0,-13,5,-2.6%,3,23,4,0.1
Cc1ccc(NS(=O)(=O)c2ccc(C)c(C(=O)N3CCOCC3)c2)cc1,8,1,-6,-4,1.6%,-12,2,2,-0.5
COc1ccc(Cl)cc1NC(=O)CN(C)S(=O)(=O)c1cccs1,-3,-4,-5,-15,5.2%,-3,5,-3,-0.9
COc1cccc(NC(=S)N(Cc2ccc(C(=O)O)cc2)Cc2ccc(OC)c(OC)c2)c1,13,0,-10,-19,0.2%,-2,-4,0,-0.1
Cc1cc2c(s1)c1cnn(Cc3c(F)ccc(C)c3F)c(=O)c1n2C,.,12,.,-24,.,.,4,0,.
COc1ccc(OC)c(C(=O)Cn2cnc3ccccc3c2=O)c1,-5,.,2,0,7.8%,-2,-4,2,0.5
CCC(CC)C(=O)Nc1nnc(S(=O)(=O)N2c3ccccc3CC2C)s1 (configuration not stated),-4&4,-6&-3,-4,-6&-3,-0.4%&0.9%,-24,-1&-5,1&4,-1.4&-0.5
COc1ccccc1N1CCN(C(=O)Cn2ncc3ccsc3c2=O)CC1,-6,-2,.,-10,-1.4%,.,15,4,-1.1
CN(C)S(=O)(=O)c1ccc(Cl)c(NC(=O)COC(=O)CC(NC(N)=O)c2ccc(Cl)cc2)c1 (configuration not stated),-19,2,9,0,3.5%,17,-2,4,0.0
O=C(CSc1nc(O)c(Cc2ccccc2)c(=O)[nH]1)N1CCOCC1,-7,-2,1,7,-3.1%,-5,0,1,14
CCCCOC(=O)c1ccc(NC(=O)C(=O)NCC2CCCO2)cc1 (configuration not stated),3,-2,27,4,-4.2%,-3,4,5,0.4
O=C1CC(=O)Nc2cc(S(=O)(=O)Nc3ccc(F)cc3Cl)ccc2N1,-1&15,-5&-5,14,-19&9,0.6%&-0.9%,3&-5,0&15,2&1,-0.2&-0.4
COc1ccc(N(CC(=O)Nc2cccc(C)c2C)S(=O)(=O)c2c(C)[nH]c(=O)[nH]c2=O)cc1,14,-8,11,11,0.8%,-14,1,3,0.6
Cc1ccccc1-c1nnc(SCCOc2ccc3c(C)cc(=O)oc3c2)o1,-2,-5,26,1,1.9%,11,-2,1,-0.3

# One compound at a time, as listed above:
# `COc1cccc(NC(=S)N(Cc2ccc(C(=O)O)cc2)Cc2ccc(OC)c(OC)c2)c1` across the screens: D2 potentiator: 13; D1 potentiator: 0; D2 antagonist: -10; D1 antagonist: -19; RXFP1 ag: 0.2%; RXFP1 antagonist: -2; TRHR enhancer: -4; D1 agonist: 0; D2 agonist: -0.1
# `O=C1CC(=O)Nc2cc(S(=O)(=O)Nc3ccc(F)cc3Cl)ccc2N1` across the screens: D2 potentiator: -1&15; D1 potentiator: -5&-5; D2 antagonist: 14; D1 antagonist: -19&9; RXFP1 ag: 0.6%&-0.9%; RXFP1 antagonist: 3&-5; TRHR enhancer: 0&15; D1 agonist: 2&1; D2 agonist: -0.2&-0.4

# (next part)
SMILES,D2 potentiator,D1 potentiator,D2 antagonist,D1 antagonist,RXFP1 ag,RXFP1 antagonist,TRHR enhancer,D1 agonist,D2 agonist
Cc1ccc(-c2c[n+](CC(=O)c3cccs3)c3n2CCC3)cc1,4,1,-2,-12,-0.6%,-18,-3,4,-1.8
Cc1cc(Br)cc2c1NC(=O)C2(O)CC(=O)c1ccco1 (configuration not stated),-2,-2,2,-9,3.8%,1,-1,1,0.6
CC(=O)N1CCC2(CC1)OC(=O)C(C)=C2C(=O)NCc1ccccc1Cl,-7,-2,.,-21,0.8%,6,-6,-1,.
CCN(CC)C(=O)CC(c1ccc(F)cc1)c1ccc(OC)cc1 (configuration not stated),-2,4,-1,2,-1.0%,23,0,-1,0.3
C=CCNC(=O)c1ccc2c(c1)nnn2C,3,11,-5,-6,0.2%,-11,-3,2,0.4
O=c1[nH]c(CSc2ncnc3sccc23)nc2ccccc12,-2,0,-18,-6,20%,25,10,0,0.8
CC(C)CNC(=O)CCc1nc(-c2ccccc2)no1,0,0,-15,-13,0.0%,2,3,2,-0.6
CN(C(=O)CSc1nc2ncccc2o1)c1ccc(F)cc1,.,-1,.,7,8.1%,-1,-5,1,-0.1
COc1cc(NC(=O)c2cccnc2SC)cc(OC)c1OC,-6,0,-14,-2,-0.1%,-12,0,2,1.0
S=C1NC[C@H](c2ccccc2)N1CC1CCCCC1,14,-1,3,-7,-0.2%,.,-4,7,0.2
O=C(O)/C=C/C(=O)NC1CCCCC1,8,4,-3,-4,1.6%,-2,0,2,-1.4
C(=C\c1ccccc1)/CN1CCN(Cc2nc(Cc3ccccc3)no2)CC1,-10,-7,7,-8,-1.6%,-4,-13,6,0.5
O=C(Nc1ccc(F)cc1)C1CCCN(c2cnccn2)C1 (configuration not stated),.,0,.,9,3.1%,4,3,3,.
Cc1cc(C)cc(C(=O)N(c2ccccn2)C(C)c2ccco2)c1 (configuration not stated),-4,4,-2,3,-0.2%,8,-5,1,-1.0
CCOC(=O)C1CCCN(C(=O)/C=C/c2cccc([N+](=O)[O-])c2)C1 (configuration not stated),-7,-2,-3,-4,2.2%,6,-2,2,0.4
COc1ccc2c(c1)CC/C(=C\c1ccc(OC)c(Cn3nc(C)cc3C)c1)C2=O,9,11,11,-3,2.0%,-7,-3,17,12
COc1ccc(NC(=O)CCOc2ccc(C)cc2)c(OC)c1,5,-1,-10,-5,-0.1%,-8,2,2,0.0
CN1C(C(=O)Nc2ccc(OC(F)(F)F)cc2)=CC(c2cccs2)=NS1(=O)=O,3&-2,-4&4,-12,-9&0,-0.7%&1.7%,?,-13&-1,-1&-2,-0.1&1.0
CC(=O)c1ccccc1OCC(O)CN1CCN(CCN2C(=O)c3cccc4cccc(c34)C2=O)CC1 (configuration not stated),-23,-14,36*,-28,0.0%,-23,4,1,-1.7
Cc1ccc(CS(=O)(=O)c2nsc(C)c2C#N)cc1,1,-3,12,15,-1.4%,0,8,0,0.2
O=C(COC(=O)c1cnccn1)c1ccc(Cl)cc1,5,3,2,21,2.6%,-16,-11,6,0.2
Cc1cccc(Nc2nc(N)c([N+](=O)[O-])c(N3CC(C)CC(C)C3)n2)c1 (configuration not stated),3,-3,-1,9,0.4%,-26,-8,3,1.4
O=C(Oc1ccccc1N1CCOCC1)c1sccc1Br,8,-3,-9,3,19%,-2,2,-1,-2.7
CCCC(=O)Nc1nnc(SCC(=O)N2CCN(c3ccccc3)CC2)s1,-5,-6,-13,-3,0.0%,-5,10,5,5.1
COCCNC(=O)Cn1nc(C)c2c(C)n(-c3ccc(C)cc3)nc2c1=O,6,5,.,-2,7.0%,-20,3,3,-3.0
CCCCN(C(=O)c1ccc(N2CCCC2=O)cc1)c1c(N)n(CC(C)C)c(=O)[nH]c1=O,6,0,-14,8,-0.2%,1,2,3,-1.3
Cc1cccc(NC(=O)Cn2c(=O)nc(-c3ccccc3)c3ccccc32)c1C,2,0,.,8,1.4%,3,-2,-1,1.0
O=C(CN1CCN(c2ccccc2F)CC1)c1c[nH]c2ccccc12,-17,-8,20,-6,1.1%,-11,-5,10,0.4
Cc1sc2ncn(CC(=O)NCc3ccco3)c(=O)c2c1-c1ccccc1,-6,-3,8,6,0.1%,-11,-1,4,0.2
CC(C)c1onc(C(=O)N2CCCCCC2)c1[N+](=O)[O-],6,-1,.,0,-1.3%,2,-3,2,.
O=C(NC1CCCC1)C1CCCN1C(=O)Oc1ccccc1 (configuration not stated),6,-8,-3,17,0.4%,-2,5,4,-0.1
O=C(CCC(=O)Nc1ccccc1Cl)NNC(=S)Nc1ccccc1C(F)(F)F,.,5,.,11,-1.3%,-13,6,2,.
Cc1ccc([N+](=O)[O-])cc1NC(=O)Cc1ccc(F)cc1,2,1,6,3,1.5%,-8,2,0,-1.0
CC(C)NS(=O)(=O)c1ccc(OCC(=O)NCc2ccc3c(c2)OCO3)c(Cl)c1,2,-1,-18,-5,-0.5%,-2,-6,0,0.5
COc1ccc(NC(=O)CN2CCN(Cc3ccc(F)cc3)S2(=O)=O)cc1Cl,-11,-4,.,-1,-0.2%,-18,4,8,.
CC(=O)c1cc2c(cc1N(C(=O)c1ccco1)C(C(=O)NC1CCCC1)c1ccccc1F)OCO2 (configuration not stated),3,-3,0,4,4.7%,-9,0,1,0.1
O=C(COC(=O)C1CCCC1)Nc1ncc(Cl)cc1Cl,5,0,-17,9,1.7%,-17,-8,0,0.9
COc1ccc(OC(=O)c2nc(SCc3ccccc3F)ncc2Cl)cc1,11,2,.,-10,-3.1%,-6,1,11,-0.2
C(=C/c1nccc2c1[nH]c1ccccc12)/c1ccc2c(c1)OCO2,-18,-8,21,-15,16%,-9,4,8,0.6
CCOC(=O)c1ccc2c(c1)N(Cc1cccc(OC)c1)C(=O)c1ccccc1S2(=O)=O,10,-4,.,5,2.1%,-1,-4,4,-0.9
CCc1ccc(C(=O)NC(=S)NCc2cccnc2)cc1,7,-9,-1,-35*,-1.0%,5,-3,3,-1.2
NC(=O)CC(NC(=O)Cc1cccc2ccccc12)c1ccc(N2CCc3ccccc3C2)c([N+](=O)[O-])c1 (configuration not stated),3,0,-3,0,-1.7%,.,1,1,-2.1
CCOC(=O)c1c(C)oc2nc(C)nc(N3CCN(c4ccccc4F)CC3)c12,-5,3,.,5,-0.4%,-9,-12,1,-0.4
Cc1[nH]nc2c1C1(CCN(Cc3ccccc3)CC1)C(C#N)=C(N)O2,.,-6,.,-2,-1.3%,6,-2,5,.
CN(C)C(=O)NC(O)C(Cl)Cl (configuration not stated),5,0,-24,-22,1.8%,.,-4,4,-1.9

# This is a subset; count on the stated rates, not on these rows.
